procasp7 counter – counter-screen for procaspase-3 activators: activators of human procaspase-7; P55210; recombinant procaspase-7, Ac-DEVD-pNA absorbance 405 nm; D23A/D198A/D206A triple mutant, cannot self-cleave; scale: DMSO 0, 5 µM enzyme 100; activation, % at 8.5 µM; 330,000 compounds, 0.093% hits;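 active means percent activation above the screen-wide mean plus 3 SD, cut at about 25% in these data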
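Assay system: Uncleavable procaspase-7 mutant enzyme / Input: 2 µM procaspase-7 mutant as dispensed / Dosing: single nominal 8.5 µM compound dose, 0.8% DMSO final / Timing: 1 h enzyme–compound preincubation and 2 h substrate reaction, both 25 °C / Detection: p-Nitroaniline absorbance at 405 nm, read at 0 and 120 min / Replication: singlicate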
RPL19A-GFP yeast – yeast TOR pathway RPL19A-GFP modulation. S. cerevisiae RPL19A-GFP strain, flow cytometry, 3 h; stronger effect = lower value. percent response vs DMSO, % at 10 µM. 330,000 compounds, 0.3% hits. AID 2025;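 active means percent response vs DMSO below 50%; inconclusive means fewer than 70 events counted for the yeast strain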;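 further: median channel GFP fluorescence of the barcoded RPL19A-GFP strain; ratio of sample median GFP to plate DMSO average so 100% = DMSO; lower means less RPL19A-GFP as with rapamycin TOR inhibition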
AHR activator – activators of human aryl hydrocarbon receptor; activation, % at 5 µM; AHR-responsive luciferase reporter cells, luminescence; P35869; 320,000 compounds, 2.5% hits; in the data active means activation above about 47%;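 further: 0% = vehicle wells and 100% = reference agonist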
Target sequence (P35869 whole entry, looked up): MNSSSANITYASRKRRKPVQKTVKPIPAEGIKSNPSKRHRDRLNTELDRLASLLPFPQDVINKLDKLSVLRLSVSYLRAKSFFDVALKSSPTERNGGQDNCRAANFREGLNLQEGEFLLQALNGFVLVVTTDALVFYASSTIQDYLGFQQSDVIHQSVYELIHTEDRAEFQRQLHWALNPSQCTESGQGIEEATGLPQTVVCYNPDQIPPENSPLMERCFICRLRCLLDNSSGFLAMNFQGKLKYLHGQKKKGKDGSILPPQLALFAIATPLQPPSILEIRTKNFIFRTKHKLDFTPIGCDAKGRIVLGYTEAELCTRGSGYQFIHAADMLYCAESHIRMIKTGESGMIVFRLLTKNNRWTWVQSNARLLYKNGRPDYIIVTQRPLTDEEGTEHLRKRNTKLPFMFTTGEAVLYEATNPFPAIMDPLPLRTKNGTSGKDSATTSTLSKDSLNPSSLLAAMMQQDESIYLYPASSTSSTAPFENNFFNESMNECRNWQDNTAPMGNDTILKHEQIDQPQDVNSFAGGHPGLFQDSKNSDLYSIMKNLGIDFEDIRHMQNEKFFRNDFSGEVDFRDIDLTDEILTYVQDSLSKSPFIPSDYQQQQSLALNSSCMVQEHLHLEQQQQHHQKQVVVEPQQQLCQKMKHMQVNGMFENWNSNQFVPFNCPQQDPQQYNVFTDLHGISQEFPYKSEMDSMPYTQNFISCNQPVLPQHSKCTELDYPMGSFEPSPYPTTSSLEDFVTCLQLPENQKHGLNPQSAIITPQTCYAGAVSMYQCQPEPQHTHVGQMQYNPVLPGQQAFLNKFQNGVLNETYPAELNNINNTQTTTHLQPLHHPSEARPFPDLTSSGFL
ZTA counter – ZTA (EBV) inhibition in EBNA-1 counter-screen; P03206; ZTA-DNA binding, fluorescence polarization; inhibition, % at 11 µM; 320,000 compounds, 0.15% hits; in the data active means inhibition above about 33%
MEP2-GFP yeast – yeast TOR pathway MEP2-GFP modulation; S. cerevisiae MEP2-GFP strain, flow cytometry GFP, 3 h; 100% = DMSO control level; GFP response vs DMSO, % at 10 µM; 330,000 compounds, 0.51% hits; AID 2016;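 active means GFP response versus DMSO above a set limit, roughly screen mean plus 3 SD, cut at about 180% in these data; inconclusive means fewer than 70 cells counted for a yeast strain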;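 further: median GFP fluorescence of the barcode-gated MEP2-GFP cells per well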
LAP4-GFP MLPCN – alters LAP4-GFP fluorescence in TOR pathway yeast screen; 320,000 compounds, 0.34% hits; S. cerevisiae LAP4-GFP multiplex, flow cytometry GFP, 3 h; median GFP as percent of DMSO wells; AID 2023; GFP response vs DMSO, % at 10 µM;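 active means GFP response vs DMSO above a set limit, about the screen mean plus 3 SD, cut at about 150% in these data; inconclusive means under 70 cell events counted for the yeast strain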
procasp3 activ – procaspase-3 (human) activation. P42574. recombinant procaspase-3 D3A, Ac-DEVD-pNA absorbance 405 nm. activation, % at 8.5 µM. 330,000 compounds, 0.11% hits. AID 463141;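 active means activation above the mean of all tested compounds plus 3 SD, cut at about 21% in these data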;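 further: 0% = DMSO alone and 100% = DMSO wells spiked with extra 5 µM PC-3 D3A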
Target sequence (P42574 whole entry D9A/D28A/D175A): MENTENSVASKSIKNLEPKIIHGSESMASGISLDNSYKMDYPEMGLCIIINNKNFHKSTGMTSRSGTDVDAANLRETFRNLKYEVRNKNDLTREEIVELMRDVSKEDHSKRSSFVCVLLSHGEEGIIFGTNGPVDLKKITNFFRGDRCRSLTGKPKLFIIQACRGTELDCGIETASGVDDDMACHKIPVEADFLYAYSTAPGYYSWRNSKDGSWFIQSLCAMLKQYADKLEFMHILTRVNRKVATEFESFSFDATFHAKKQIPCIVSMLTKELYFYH
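Test system: Procaspase-3 D3A mutant, all three cleavage aspartates alanine | Dosing: Single dose, 8.5 µM nominal compound, 0.8% DMSO | Schedule: 1 h preincubation, 2 h reaction | Technique: 405 nm absorbance of p-nitroaniline, reads at 0 and 120 min | Repeats: One well per compound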
EBNA-1 inh – blocks EBNA-1 binding to DNA; EBNA-1 DNA binding, fluorescence polarization; inhibition, % at 14.8 µM; 300,000 compounds, 0.34% hits; AID 1950; in the data active means inhibition above about 28%
Starred values were filed as active, the others as inactive; ? = inconclusive; · = no result given.

SMILES	procasp7 counter	RPL19A-GFP yeast	AHR activator	ZTA counter	MEP2-GFP yeast	LAP4-GFP MLPCN	procasp3 activ	EBNA-1 inh
CC1=C(C(=O)Nc2ccccc2C(=O)NC2CCCCC2C)SCCO1 (stereo not given)	2.2	97.1	2.0	11.0	102.3	97.9	-0.6	15.3
O=C(O)C1CCCCN1S(=O)(=O)c1ccc2ccccc2c1 (stereo not given)	7.7	96.8	-3.3	15.9	97.4	117.2	6.0	9.0
CCOC(=O)c1c(NC(=O)CSc2nnc(CNc3ccc(OC)cc3)n2C)sc(C)c1C	0.5	97.5	4.2	8.2	98.7	104.4	1.8	-8.6
CC(=O)Nc1ccc(N(CC(=O)NCC2CCCO2)C(=O)CCC(=O)Nc2cc(C)on2)cc1 (stereo not given)	-0.8	97.2	1.0	7.7	96.5	83.9	6.3	-7.7
Cc1ccc(NC(=O)CN2CCC(NC(=O)C3CCCCC3)CC2)c(Br)c1	10.0	97.9	-0.1	15.0	99.7	87.0	3.2	1.3
COc1ccc(C(CC(=O)c2ccccc2)C2CCCCC2=O)cc1 (stereo not given)	-0.2	98.4	-3.6	19.4	98.9	93.9	-1.3	1.8
CC1CCCC(NC(=O)COC(=O)c2ccccc2Sc2ccccc2C#N)C1C (stereo not given)	-0.1	98.1	4.2	11.3	94.9	88.8	-7.7	17.3
Cc1cnc(NC(=O)CSc2nc3ccccc3s2)s1	1.6	89.5	10.2	14.7	89.7	·	3.1	8.0
CCOC(=O)/C(C(N)=NC)=C(\O)c1ccccc1	1.6	99.0	8.3	13.7	107.4	98.0	0.6	12.2
Cc1cc(NCCO)nc(-n2nc(C)cc2C)n1	1.6	105.7	13.1	-14.1	111.1	106.7	0.4	8.4
CCOC(=O)C(NC(C)=O)(Nc1cccc(F)c1)C(F)(F)F (stereo not given)	1.0	?	0.3	-14.3	?	?	-4.4	21.6
CC(C)(C)CC(=O)Nc1nnc(CCc2ccccc2)s1	-2.1	102.5	3.5	-21.9	110.4	92.8	1.4	-9.4
O=C(CN1C(=O)S/C(=C/c2ccncc2)C1=O)N1CCOCC1	-11.7	107.7	1.2	-15.9	96.2	79.0	-5.7	0.6
O=C(Nc1cccc(S(=O)(=O)N2CCCCC2)c1)c1ccc2c(=O)n3c(nc2c1)CCCCC3	14.3	102.8	6.0	0.1	104.5	99.3	6.2	2.8
CC(C)c1nnc(NC(=O)c2ccc(S(=O)(=O)N3CCOCC3)cc2)s1	-0.2	97.3	1.0	4.4	97.0	99.6	-6.6	8.7
CN(C)C=Nc1ccc2nn(-c3ccccc3)nc2c1	0.7	97.8	109.2*	-4.9	95.7	110.8	-1.0	5.9
NS(=O)(=O)c1ccc(NC(=O)CSc2ncnc3ccccc23)cc1	-8.1	103.6	8.7	0.9	105.0	98.8	1.0	-3.6
O=S(=O)(Cc1ccccc1)c1nc2ccccc2n1Cc1ccccn1	3.4	100.8	-1.4	-15.8	96.8	100.4	8.6	-7.0
COc1cc(C)c(S(=O)(=O)N2CCCC2)cc1C	-2.9	91.2	-0.6	-2.9	99.5	145.9	1.6	-6.9
Cc1ccc(-c2nnc(CSc3nnc(C)s3)o2)cc1	7.7	91.0	2.2	2.0	113.0	98.8	-0.1	7.1
COc1ccc2c(-c3ccccc3)cc(SCC(=O)NC(N)=O)nc2c1	2.2	95.1	7.2	0.0	105.6	107.9	1.0	-4.3
CCOc1ccc(S(=O)(=O)N2CCCC(C(=O)N3CCCC3)C2)cc1 (stereo not given)	-2.3	102.9	-2.0	-5.8	90.2	83.1	-2.7	11.7
O=C(CCC(=O)N1CCSc2ccccc21)NCc1cccc(Cl)c1	5.9	97.6	2.9	1.7	106.9	105.7	-1.0	1.4
Cc1cc(C)c(S(=O)(=O)N2CCOC2CNC(=O)C(=O)NCCCn2ccnc2)c(C)c1 (stereo not given)	5.4	97.0	12.1	-2.1	97.9	108.8	-1.5	-9.7
CC[C@H](C)NC(=O)c1ccc(Cn2c(=S)[nH]c3c([nH]c4ccc(OC)cc43)c2=O)cc1	-1.9	104.6	9.9	-4.6	117.1	103.3	1.0	-16.2
O=C(O)c1cc(S(=O)(=O)NCC2COc3ccccc3O2)ccc1Cl (stereo not given)	8.4	96.9	1.4	·	102.2	99.0	6.2	·
CC(C)C(=O)Nc1ccc(C(=O)Nc2nnc(C(C)(C)C)s2)cc1	8.1	95.8	2.4	17.5	94.7	100.8	1.7	-16.2
Cc1ccc(NC(=O)CSc2n[nH]c(-c3ccccn3)n2)cc1	-13.4	99.4	5.6	-20.4	95.2	94.4	-11.5	-13.5
COCCn1c(SCC(=O)Nc2c(C)n(C)n(-c3ccccc3)c2=O)nc2ccccc2c1=O	0.0	94.3	-0.7	-1.3	96.8	91.0	-0.2	·
O=C(NCc1ccc2c(c1)OCO2)C1CC(c2ccccc2O)=NO1 (stereo not given)	-0.2	97.5	0.0	-19.1	99.1	97.4	6.6	11.8
O=C(CCNC(=O)c1ccc(Br)cc1)Nc1cccc(S(=O)(=O)N2CCCC2)c1	0.5	103.5	8.9	-5.8	97.8	105.8	1.2	3.0
CCOC(=O)N1CCC(=NNc2ccc(S(N)(=O)=O)cc2[N+](=O)[O-])CC1	0.4	103.0	0.6	8.2	105.9	95.9	-12.6	0.8
NNC1=N[C@H]2CS(=O)(=O)C[C@H]2S1	0.7	95.0	-0.3	4.3	94.4	91.4	-6.3	-1.2
COC(CNC(=O)CSCc1nc(-c2ccc(SC)cc2)oc1C)OC	-3.9	102.3	-2.0	1.8	96.9	94.0	-2.1	-0.1
COc1ccc(-c2n[nH]c(=S)n2Cc2ccccc2)cc1OC	-6.8	99.9	5.0	-5.5	98.3	85.7	-12.6	-1.2
Cc1nc2ncnn2c(N2CCC(C(=O)NCC3CCCO3)CC2)c1Cc1ccccc1 (stereo not given)	17.3	99.5	1.4	-13.0	114.5	107.4	-0.8	7.3
O=C(O)CCCC(=O)Nc1cccc([N+](=O)[O-])c1	-8.1	110.3	1.6	-2.5	107.9	116.0	7.2	-3.9
COC(=O)c1cn(CC(=O)Nc2ccccc2C)c2ccccc12	0.4	103.2	1.5	0.5	103.5	80.7	-0.9	-3.7
Cc1c(O)nc(SC2CC(=O)N(c3cc(Cl)cc(Cl)c3)C2=O)[nH]c1=O (stereo not given)	-3.2	96.9	1.7	-8.4	92.0	108.1	-9.4	-3.2
Cc1ccc2[nH]c(CNC(=O)c3ccc(F)cc3)cc2c1	-3.8	99.0	65.5*	-1.0	103.1	101.2	9.5	3.8
C=CCc1cc(Cl)ccc1OCCCNC(C)C	0.7	96.0	-0.7	-28.1	99.3	89.5	-0.3	-9.8
Cc1cc(NC(=O)CSc2nnc(Nc3ccccc3)s2)no1	-283.1	100.3	-0.1	5.0	102.4	99.0	1.2	9.0
O=C(CO/N=C/c1ccccc1O)N1CCc2ccccc21	18.0	99.9	0.3	-7.6	97.2	90.3	-1.2	7.0
C[C@H](NC(=O)[C@@H]1Cc2ccccc2CN1)C(=O)Nc1ccc2c(c1)OCO2	-3.1	105.1	1.3	15.4	103.4	98.5	0.6	10.1
Cc1ccc(NC(=O)C(OC(=O)c2ccc(O)cc2)c2ccccc2)cc1Cl (stereo not given)	5.1	104.7	0.5	5.5	109.4	107.8	3.5	-3.0
CCC(NC(=O)NNC(N)=S)(C(F)(F)F)C(F)(F)F	-5.2	97.1	-0.4	-19.4	103.7	·	-32.4	-1.6
COc1cc(NC(=O)/C=C/c2ccccc2)c(C(=O)O)cc1OC	1.5	96.6	6.5	-13.1	95.4	106.7	1.7	-6.0
O=C(CN1C(=O)CSC1=O)Nc1ccc(F)c(F)c1F	7.5	102.1	0.4	5.7	109.4	108.1	10.2	8.8
O=C(Cc1ccccc1)Nc1ccccc1C(=O)Nc1ccc(C(=O)O)cc1	-3.6	97.8	1.3	7.5	107.3	103.4	-2.4	9.8
CC(C)C(=O)Nc1ccc2c(c1)nc(CCN1CCCCC1)n2C	0.0	103.0	1.4	3.7	101.7	89.6	7.2	-16.3

8 of the compounds above, with values under each structure:
Every second line gives: procasp7 counter, RPL19A-GFP yeast, AHR activator, ZTA counter, MEP2-GFP yeast, LAP4-GFP MLPCN, procasp3 activ, EBNA-1 inh
Cc1ccc2[nH]c(CNC(=O)c3ccc(F)cc3)cc2c1
    -3.8, 99.0, 65.5*, -1.0, 103.1, 101.2, 9.5, 3.8
C=CCc1cc(Cl)ccc1OCCCNC(C)C
    0.7, 96.0, -0.7, -28.1, 99.3, 89.5, -0.3, -9.8
Cc1cc(NC(=O)CSc2nnc(Nc3ccccc3)s2)no1
    -283.1, 100.3, -0.1, 5.0, 102.4, 99.0, 1.2, 9.0
O=C(CO/N=C/c1ccccc1O)N1CCc2ccccc21
    18.0, 99.9, 0.3, -7.6, 97.2, 90.3, -1.2, 7.0
C[C@H](NC(=O)[C@@H]1Cc2ccccc2CN1)C(=O)Nc1ccc2c(c1)OCO2
    -3.1, 105.1, 1.3, 15.4, 103.4, 98.5, 0.6, 10.1
Cc1ccc(NC(=O)C(OC(=O)c2ccc(O)cc2)c2ccccc2)cc1Cl (stereo not given)
    5.1, 104.7, 0.5, 5.5, 109.4, 107.8, 3.5, -3.0
CCC(NC(=O)NNC(N)=S)(C(F)(F)F)C(F)(F)F
    -5.2, 97.1, -0.4, -19.4, 103.7, ·, -32.4, -1.6
COc1cc(NC(=O)/C=C/c2ccccc2)c(C(=O)O)cc1OC
    1.5, 96.6, 6.5, -13.1, 95.4, 106.7, 1.7, -6.0

(continued)
SMILES	procasp7 counter	RPL19A-GFP yeast	AHR activator	ZTA counter	MEP2-GFP yeast	LAP4-GFP MLPCN	procasp3 activ	EBNA-1 inh
CCN(CC)C(=O)CSc1nnc([C@H](CCSC)NC(=O)OC(C)(C)C)o1	9.9	100.7	1.5	-21.7	102.7	99.7	-0.7	3.5
COc1ccc(/C=C/C(=O)c2c(C)cc(C)[nH]c2=O)c2ccccc12	-12.2	104.5	19.0	16.8	114.1	89.7	-2.8	3.5
Cc1nn(C)c(C)c1CN(C)S(=O)(=O)c1ccc2ccccc2c1	3.5	94.8	-9.8	9.3	106.8	101.2	-7.2	3.2
COc1cc(NC(=O)c2ccc(Br)cc2)ccc1NC(=O)c1cc2ccccc2o1	-6.9	102.9	12.3	-5.6	110.3	87.8	3.9	-6.3
Cc1nnc(SCC(=O)NC(=O)Nc2ccc3c(c2)OCCO3)n1N	1.9	96.8	9.5	10.4	95.4	105.2	16.7	-7.2
O=C(CN1CCN(Cc2ccc(Cl)cc2)CC1)N/N=C/c1c[nH]c2ccccc12	8.9	94.0	5.9	10.4	98.3	94.5	-5.8	-9.5
O=C1C2C3C=CC(CC3)C2C(=O)N1/N=C/c1c(O)ccc2ccccc12 (stereo not given)	-2.4	95.4	11.2	2.6	91.4	92.9	11.6	25.9
COc1ccc(NC(=O)Cn2nnc(C(=O)NCc3ccccc3OC)c2N)cc1Cl	8.5	103.3	0.3	-13.1	107.8	100.3	-3.3	2.7
c1ccc(-c2nnsc2Sc2ccccn2)cc1	-7.8	98.8	-3.0	-11.6	101.0	111.9	7.2	-16.6
NC(N)=NS(=O)(=O)c1ccc(NC(=S)Nc2ccc(F)cc2)cc1	-1.8	96.3	5.6	4.1	106.9	88.7	2.8	1.0
COc1cccc(-c2nn(-c3ccccc3)cc2C(=O)NCC(=O)O)c1	5.4	101.2	2.2	6.4	99.2	84.2	-10.7	-2.3
C=C(C)c1ccc(C(C)(C)NC(=O)N(Cc2ccccc2)Cc2ccco2)cc1	6.9	96.1	-2.8	-5.9	96.5	94.6	2.8	-1.1
